IkB sig inh: IkB pathway inhibition in ABC-DLBCL cells; AID 445; ABC-DLBCL IkBa-CBG/CBR dual luciferase ratio, 4 h; response scale: scaled: untreated 0%, proteasome inhibitor 100%; Potency, µM (top dose mostly 57.1 µM), without a hit: at the top dose IkBa stabilization activation; actives 0.04% (n = 110,000); active = well fitted curve in the direction sought with a large enough effect in the signal ratio, not every such curve was filed as active; inconclusive = small, poorly fitted or top-dose-only effect, or a change in a side signal; the % refers to the signal ratio;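 also: the direction sought is a rising ratio; 0% = basal untreated cells and 100% = reference inhibitor full response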
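In this assay, an IκBα–CBG68 fusion accumulates when IKK-driven degradation is blocked; native CBR normalizes for cell number. OCI-Ly3 cells were treated 4 h with compound and doxycycline, then green and red light read after Chroma-Glo addition.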
Imprint erasure: inducers of genomic imprint erasure in mouse ES cells. mouse ES Peg3-LacZ reporter, beta-gal luminescence, 40 h. Potency, µM (series often up to 60.7 µM), for inactives: at the top dose activity change, positive = activation, hits mostly activators. actives 0.02% (n = 110,000);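 also: 0% = negative control wells on the plate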
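Readout: BetaGlo luminescence (5 min, room temp) for LacZ from the normally silent maternal Peg3 allele in female Peg3LacZ-Neo ES cells. Cells 300/well, 40 h, 37C, 5% CO2. Data normalized per plate to negative controls.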
p53ts 32C tox: p53ts cell cytotoxicity, permissive temperature | Potency, µM (top dose mostly 46.1 µM), without a hit: top-dose activity change, negative = cytotoxicity, actives largely listed as cytotoxic | H1299-p53A138V at 32C, ATP luminescence viability, 24 h | actives 0.93% (n = 130,000) | AID 924;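 also: 0% = DMSO and -100% = full killing by reference compound; nearly all actives have a fitted effect of over 55% in size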
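Cells: H1299 p53ts (A138V), 600/well, pre-incubated 16–30 h at 37C. Cpd up to 46 uM, 24 h, 32C. Readout: ATPlite luminescence, 20 min RT. Normalization: DMSO vs tamoxifen 100 uM. AC50 by Hill equation.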
p53ts 39C kill: cytotoxicity in p53ts cells at nonpermissive temperature. H1299-p53A138V viability at 39C, ATP luminescence, 24 h. actives 1.5% (n = 130,000). Potency, µM (top dose mostly 46.1 µM), for inactives: top-dose activity change, negative = cell killing, usual class: cytotoxic; also: nearly all actives have a fitted effect of over 55% in size
Starred values were filed as active, the others as inactive; ? = inconclusive; nt = no result given; [ ] = another dose, or the depositor's remark. Unless noted, calls follow the shape of the dose curve; as a rule, active = well fitted curve in the direction sought with a large enough effect; inconclusive = small, poorly fitted or top-dose-only effect, or another doubt; inactive = no such curve, though single readings can be large; an effect the other way counts as inactive or inconclusive. Unless noted, % is scaled to controls: 0 for no effect and ±100 for the full control effect; potency is read from the fitted curve at half-maximal effect.

Sequence of screens – IkB sig inh | Imprint erasure | p53ts 32C tox | p53ts 39C kill
#1 Cc1cccc(N(C(=O)CNC(=O)c2ccco2)C(C(=O)NC2CCCC2)c2ccncc2)c1 (stereo not drawn)
  nt | nt | 1.1% | 20.1%
#2 Oc1ccc2ccccc2c1Cc1c(O)ccc2ccccc12
  2.2%[11.4 µM] | -16.3%[10.9 µM] | 5.9%[9.22 µM] | -1.8%[9.22 µM]
#3 N=c1n(Cc2ccc(Cl)cc2)c2ccccc2n1CC(O)c1ccco1 (stereo not drawn)
  -2.6% | -11.8% | 2.3% | -6.6%
#4 Cc1nc(N2CCOCC2)c2c(C(=O)N3CCN(c4ccccc4)CC3)c(C)oc2n1
  -0.9% | -6.9%[10.9 µM] | 4.2% | 13.9%
#5 CCOc1cc(C(=O)N(Cc2nc(-c3ccc(C)cc3)no2)C(C)C)cc(OCC)c1OCC
  ? | 14.1%[10.9 µM] | 9.6% | -17.2%
#6 O=C(Nc1cccc2ncccc12)c1ccc2c(c1)OCCO2
  13.2% | -29.0% | -22.1% | -10.3%
#7 COc1ccccc1C(=O)N1CCNC(=O)C1CC(=O)Nc1ccc(Cl)cc1 (stereo not drawn)
  0.1% | 6.5% | 1.9% | 11.5%
#8 Cc1ccc(CSc2ncc(Cl)c(C(=O)Oc3ccc(F)cc3)n2)cc1
  ? | -8.2%[10.9 µM] | -4.3% | -4.0%
#9 O=C(Nc1ccc(O)cc1C(=O)O)c1ccc2c(c1)C(=O)N(Cc1ccco1)C2=O
  3.3% | 1.2% | 3.6% | 9.6%
#10 CC(C)c1c(O)ccc2c1CCC1[C@@](C)(C=O)CCC[C@@]21C (stereo partly drawn)
  nt | -33.9%[inhibitor] | ? | ?
#11 CCc1c(CN2CCN(c3cccc(C)c3C)CC2)csc1C
  -0.4% | -17.4%[10.9 µM] | -13.7% | -19.2%
#12 CC1(C)CC(=O)c2sc(N)nc2C1
  -4.2% | -1.6% | 4.6% | 3.5%
#13 COc1ccc2c(C)c(CCC(=O)NCc3ccccc3OC)c(=O)oc2c1
  0.1% | -4.9%[10.9 µM] | 3.1% | -0.8%
#14 COc1ccc(N2CC(NC(=O)c3c(F)cccc3Cl)CC2=O)cc1OC (stereo not drawn)
  -1.6% | -4.3%[10.9 µM] | -0.2% | -9.4%
#15 CCCNC(=O)Nc1cc(OCC)c(N2CCOCC2)cc1OCC
  -0.6% | -0.1% | 6.9% | 2.2%
#16 CCOc1ccccc1NC(=O)Cn1c(=O)n(-c2ccc(C)c(C)c2)c(=O)c2c(C)c(C(=O)N(C)C)sc21
  -1.4% | 24.8%[10.9 µM] | -3.0% | 12.6µM*
#17 COc1cc(OC)c(NC(=O)c2oc3ccc4c(c3c2C)C(=O)CC(C)(C)O4)cc1Cl
  -0.6% | -9.1%[10.9 µM] | 0.9% | 2.8%
#18 O=C1O[C@H]([C@@H](O)CO)C(O)=C1O
  -1.6% | 0.3% | -9.6%[1.84 µM] | 4.6%
#19 CCOC(=O)C1CCN(S(=O)(=O)c2nc3nc(C)cc(C)n3n2)CC1
  19.0% | -9.8% | -1.3% | 9.6%
#20 CC(C)n1c(SCC(=O)c2ccc(F)cc2)nc2c(sc3ccccc32)c1=O
  0.3% | -3.2%[10.9 µM] | 5.5% | -9.5%
#21 CC(NC(=O)CSc1n[nH]c(=O)n1C1CC1)C12CC3CC(CC(C3)C1)C2 (stereo not drawn)
  2.1% | -10.0% | 3.5% | 0.1%
#22 COCCNC(=O)C(c1cccs1)N(C(=O)Cn1nnc2ccccc21)c1cccc(C)c1 (stereo not drawn)
  0.8% | -1.1% | 1.7% | 22.1%
#23 COc1ccc(NC(=O)CSc2nc(O)c(C/C=C/c3ccccc3)c(=O)[nH]2)cc1
  ? | -7.2%[10.9 µM] | -8.5% | -13.1%
#24 COc1ccccc1N1CCN(CCCNC(=O)c2cnn(-c3ccc(C)c(C)c3)c2C2CCN(C(=O)OC(C)(C)C)CC2)CC1
  ? | -12.5%[10.9 µM] | -2.4% | -22.9%
#25 CCOC(=O)c1ccccc1NC(=O)COC(=O)C1=COCCO1
  0.6% | -11.1% | -0.5% | -9.5%
#26 CCCCN1C(=O)C(O)(CC(=O)c2ccco2)c2cc(Br)ccc21 (stereo not drawn)
  ? | -26.6% | 3.6% | -2.5%
#27 CCc1nnc(NC(=O)CSc2nc3c([nH]c4ccccc43)c(=O)n2-c2cc(C)cc(C)c2)s1
  ? | 1.5%[10.9 µM] | 1.7% | -5.9%
#28 Cc1ccc(CNC(=O)c2cc3c(s2)-c2ccccc2SC3)cc1
  ? | -7.3%[10.9 µM] | 9.7% | -25.0%
#29 COc1ccccc1-n1cnnc1SCC(=O)c1ccc[nH]1
  3.6% | -12.1% | -8.8% | 1.9%
#30 O=C(c1ccc2c(c1)N(Cc1cccc(Cl)c1)C(=O)c1ccccc1S2(=O)=O)N1CCN(Cc2ccccc2)CC1
  -1.1% | -18.8%[10.9 µM] | 5.1% | 17.5%
#31 CCOC(=O)C1CCCn2c1nc1sc3c(c1c2=O)CCCC3 (stereo not drawn)
  0.6% | -12.5% | -1.9% | -3.4%
#32 CCn1cc(C(=O)NCC2CCCO2)c(=O)c2cc(S(=O)(=O)N(C)C3CCCCC3)ccc21 (stereo not drawn)
  1.6% | -10.4% | -8.9% | -14.0%
#33 COCCn1c(=O)c(C)nc2cnc(N3CCN(C)CC3)nc21
  1.1%[11.4 µM] | ? | 6.9% | 4.5%
#34 CCOc1nc(-c2ccccc2)ccc1-c1noc(-c2ccc(OC)c(OC)c2)n1
  0.5% | -1.9% | -0.7% | -4.9%
#35 CCOC(=O)Cc1ccc(NS(=O)(=O)c2ccc(SC)cc2)cc1
  ? | -17.6% | 6.9% | -2.6%
#36 COc1cc(OC)c(NC(=O)N2CC3CCCN3c3ccccc32)cc1Cl (stereo not drawn)
  ? | -4.3%[10.9 µM] | -1.1% | -5.9%
#37 Cc1cc(Cl)c(S(=O)(=O)NCc2cccnc2)cc1OCC(N)=O
  0.1% | -1.2% | -6.4% | 5.3%
#38 CCCCN(C)CCCNC(=O)CC1Oc2ccccc2NC1=O (stereo not drawn)
  ? | -28.3% | -4.0% | -1.6%
#39 Nc1nc(N2CCN(C(=O)c3ccco3)CC2)nc2ccccc12
  nt | nt | -0.3% | -10.5%
#40 O=C(COc1ccccc1)N1CCc2ccccc2C1
  ? | -11.6% | -33.5% | -4.9%
#41 Clc1ccccc1-c1cncnc1NCCN1CCOCC1
  1.7%[11.4 µM] | -34.5%[inhibitor] | 10.6% | -5.4%
#42 CCOc1ccccc1NC(=O)Cc1noc2ccc(C)cc12
  ? | -7.5%[10.9 µM] | -4.9% | -13.0%
#43 O=C(O)CCn1c(=O)[nH]c2ccccc2c1=O
  0.9% | -2.0% | 6.5% | 15.5%
#44 COc1ccc(CN(C(=O)CN2C(=O)C(C)Oc3ccccc32)C2CCCC2)c(OC)c1 (stereo not drawn)
  3.8% | -16.9% | 14.5% | 0.7%
#45 COc1ccc2oc(=O)c(C(=O)NCc3ccccn3)cc2c1
  nt | nt | -5.8% | 33.9%
#46 CS(=O)(=O)N(CC(=O)NCC1CCCO1)Cc1ccc(Cl)cc1 (stereo not drawn)
  1.5% | 10.1% | 6.4% | -1.0%
#47 Cc1ccc(C)c(N(CC(=O)NCCSCc2ccco2)S(C)(=O)=O)c1
  2.3% | -11.8% | 0.4% | 22.7%
#48 CN(C)CCOC(c1ccc(Cl)cc1)c1ccccn1 (stereo not drawn)
  nt | -19.2% | 4.5% | 6.0%
#49 Cc1ccc(NC(=O)c2cc3c(=O)n(Cc4cccnc4)ccc3nc2C)cc1F
  -1.7% | -6.9%[10.9 µM] | -5.6% | -16.7%
#50 CCc1ccccc1Nc1nn2c(=O)c3ccc(C(=O)NCCc4ccccc4)cc3nc2s1
  ? | -8.6%[10.9 µM] | -21.3% | 34.4%[activator]

(list continues)
Sequence of screens – IkB sig inh | Imprint erasure | p53ts 32C tox | p53ts 39C kill
#51 COc1ccc(C)cc1-n1cnc2cc(C(=O)NC3CCCCCC3)ccc21
  ? | -13.4%[10.9 µM] | 46.7%[activator] | 19.5%
#52 Cc1c(N(C)C(=O)c2ccccc2F)c(=O)n(-c2ccccc2)n1C
  -0.9% | 6.3% | 5.6% | -4.1%
#53 O=C(CCCOc1ccccc1)Nc1nncs1
  2.1% | -2.4% | 2.2% | 0.7%
#54 CCN(CC)CCSc1nnc2c3cc(F)ccc3n(C)c2n1
  -2.5% | -1.6%[10.9 µM] | -11.2% | -19.4%
#55 CC(=O)Nc1c(I)cc(I)c(C(=O)O)c1I
  nt | -4.9% | 4.4% | 18.3%
#56 CC(C)OCCCn1c(=O)c2ccccc2n2c(-c3cc(Cl)ccc3O)nnc12
  -2.6% | -10.2%[10.9 µM] | 3.0% | 10.4%
#57 CSCCC(C(=O)N1CC2(C)CC1CC(C)(C)C2)N1C(=O)c2ccccc2C1=O (stereo not drawn)
  nt | nt | -5.2% | -4.0%
#58 CCOc1ccccc1Nc1sc(C(=O)c2ccccc2)c(N)c1C(=O)NCCc1ccccc1
  2.2% | -13.4%[10.9 µM] | 2.6% | -14.8%
#59 COC(=O)c1cc(OC)c(=O)c2c(OC)c(OC)ccc2c1
  nt | -2.8% | 0.4% | -2.1%
#60 COc1cc(CNC(=O)c2cnc3c(-c4cccc(C)c4)c(C)nn3c2C)cc(OC)c1OC
  0.0% | -14.9%[10.9 µM] | 9.1% | -12.0%

Along the list, as entered above.
Entries 56 to 60 in p53ts 39C kill: 10.4%, -4.0%, -14.8%, -2.1%, -12.0%

Nos. 43 to 57 from above:
Sequence of screens – IkB sig inh | Imprint erasure | p53ts 32C tox | p53ts 39C kill
#43 O=C(O)CCn1c(=O)[nH]c2ccccc2c1=O
  0.9% | -2.0% | 6.5% | 15.5%
#44 COc1ccc(CN(C(=O)CN2C(=O)C(C)Oc3ccccc32)C2CCCC2)c(OC)c1 (stereo not drawn)
  3.8% | -16.9% | 14.5% | 0.7%
#45 COc1ccc2oc(=O)c(C(=O)NCc3ccccn3)cc2c1
  nt | nt | -5.8% | 33.9%
#46 CS(=O)(=O)N(CC(=O)NCC1CCCO1)Cc1ccc(Cl)cc1 (stereo not drawn)
  1.5% | 10.1% | 6.4% | -1.0%
#47 Cc1ccc(C)c(N(CC(=O)NCCSCc2ccco2)S(C)(=O)=O)c1
  2.3% | -11.8% | 0.4% | 22.7%
#48 CN(C)CCOC(c1ccc(Cl)cc1)c1ccccn1 (stereo not drawn)
  nt | -19.2% | 4.5% | 6.0%
#49 Cc1ccc(NC(=O)c2cc3c(=O)n(Cc4cccnc4)ccc3nc2C)cc1F
  -1.7% | -6.9%[10.9 µM] | -5.6% | -16.7%
#50 CCc1ccccc1Nc1nn2c(=O)c3ccc(C(=O)NCCc4ccccc4)cc3nc2s1
  ? | -8.6%[10.9 µM] | -21.3% | 34.4%[activator]
#51 COc1ccc(C)cc1-n1cnc2cc(C(=O)NC3CCCCCC3)ccc21
  ? | -13.4%[10.9 µM] | 46.7%[activator] | 19.5%
#52 Cc1c(N(C)C(=O)c2ccccc2F)c(=O)n(-c2ccccc2)n1C
  -0.9% | 6.3% | 5.6% | -4.1%
#53 O=C(CCCOc1ccccc1)Nc1nncs1
  2.1% | -2.4% | 2.2% | 0.7%
#54 CCN(CC)CCSc1nnc2c3cc(F)ccc3n(C)c2n1
  -2.5% | -1.6%[10.9 µM] | -11.2% | -19.4%
#55 CC(=O)Nc1c(I)cc(I)c(C(=O)O)c1I
  nt | -4.9% | 4.4% | 18.3%
#56 CC(C)OCCCn1c(=O)c2ccccc2n2c(-c3cc(Cl)ccc3O)nnc12
  -2.6% | -10.2%[10.9 µM] | 3.0% | 10.4%
#57 CSCCC(C(=O)N1CC2(C)CC1CC(C)(C)C2)N1C(=O)c2ccccc2C1=O (stereo not drawn)
  nt | nt | -5.2% | -4.0%

More results.
Sequence of screens – IkB sig inh | Imprint erasure | p53ts 32C tox | p53ts 39C kill
#61 CCOC(=O)CSC1=C(C#N)C(c2ccc(C)o2)CC(=O)N1 (stereo not drawn)
  nt | nt | 20.6% | 10.7%
#62 COc1ccc(OC)c(NC(=O)CSc2nc(-c3ccccc3C)nc3cc(=O)[nH]n23)c1
  ? | -11.3%[10.9 µM] | 13.2% | 11.1%
#63 CCc1nc2c(cnn2-c2ccc(Cl)cc2)c(=O)n1-c1ccc(OC)c(Cl)c1
  ? | -3.8%[10.9 µM] | 6.1% | 14.6%
#64 CCCn1c(=N)n(CC(O)c2ccco2)c2ccccc21 (stereo not drawn)
  -0.1% | -12.4% | 6.9% | 6.4%

Screening results (PubChem)
